Bioassay records: PubChem BioAssay, Broad Institute
Mtb BioA inh: M. tuberculosis BioA enzyme inhibitors, primary screen, biochemical, plate reader, single point, HTS. actives 0.096% (n = 360,000). AID 602481, 2012. 7,8-diaminopelargonic acid synthase BioA (Mycobacterium tuberculosis). purified M. tuberculosis BioA enzyme. inhibition, % at 9.99 µM; in the data active = inhibition above about 40%
TcdB inh: TcdB glycohydrolase inhibitors, primary screen, biochemical, single point, plate reader | TcdB glycohydrolase enzymatic assay | actives 0.24% (n = 350,000) | Toxin B (Clostridioides difficile), P18177 | AID 652162, 2013 | inhibition, % at 9.99 µM; in the data active = inhibition above about 10%
Target sequence (P18177 whole entry, looked up): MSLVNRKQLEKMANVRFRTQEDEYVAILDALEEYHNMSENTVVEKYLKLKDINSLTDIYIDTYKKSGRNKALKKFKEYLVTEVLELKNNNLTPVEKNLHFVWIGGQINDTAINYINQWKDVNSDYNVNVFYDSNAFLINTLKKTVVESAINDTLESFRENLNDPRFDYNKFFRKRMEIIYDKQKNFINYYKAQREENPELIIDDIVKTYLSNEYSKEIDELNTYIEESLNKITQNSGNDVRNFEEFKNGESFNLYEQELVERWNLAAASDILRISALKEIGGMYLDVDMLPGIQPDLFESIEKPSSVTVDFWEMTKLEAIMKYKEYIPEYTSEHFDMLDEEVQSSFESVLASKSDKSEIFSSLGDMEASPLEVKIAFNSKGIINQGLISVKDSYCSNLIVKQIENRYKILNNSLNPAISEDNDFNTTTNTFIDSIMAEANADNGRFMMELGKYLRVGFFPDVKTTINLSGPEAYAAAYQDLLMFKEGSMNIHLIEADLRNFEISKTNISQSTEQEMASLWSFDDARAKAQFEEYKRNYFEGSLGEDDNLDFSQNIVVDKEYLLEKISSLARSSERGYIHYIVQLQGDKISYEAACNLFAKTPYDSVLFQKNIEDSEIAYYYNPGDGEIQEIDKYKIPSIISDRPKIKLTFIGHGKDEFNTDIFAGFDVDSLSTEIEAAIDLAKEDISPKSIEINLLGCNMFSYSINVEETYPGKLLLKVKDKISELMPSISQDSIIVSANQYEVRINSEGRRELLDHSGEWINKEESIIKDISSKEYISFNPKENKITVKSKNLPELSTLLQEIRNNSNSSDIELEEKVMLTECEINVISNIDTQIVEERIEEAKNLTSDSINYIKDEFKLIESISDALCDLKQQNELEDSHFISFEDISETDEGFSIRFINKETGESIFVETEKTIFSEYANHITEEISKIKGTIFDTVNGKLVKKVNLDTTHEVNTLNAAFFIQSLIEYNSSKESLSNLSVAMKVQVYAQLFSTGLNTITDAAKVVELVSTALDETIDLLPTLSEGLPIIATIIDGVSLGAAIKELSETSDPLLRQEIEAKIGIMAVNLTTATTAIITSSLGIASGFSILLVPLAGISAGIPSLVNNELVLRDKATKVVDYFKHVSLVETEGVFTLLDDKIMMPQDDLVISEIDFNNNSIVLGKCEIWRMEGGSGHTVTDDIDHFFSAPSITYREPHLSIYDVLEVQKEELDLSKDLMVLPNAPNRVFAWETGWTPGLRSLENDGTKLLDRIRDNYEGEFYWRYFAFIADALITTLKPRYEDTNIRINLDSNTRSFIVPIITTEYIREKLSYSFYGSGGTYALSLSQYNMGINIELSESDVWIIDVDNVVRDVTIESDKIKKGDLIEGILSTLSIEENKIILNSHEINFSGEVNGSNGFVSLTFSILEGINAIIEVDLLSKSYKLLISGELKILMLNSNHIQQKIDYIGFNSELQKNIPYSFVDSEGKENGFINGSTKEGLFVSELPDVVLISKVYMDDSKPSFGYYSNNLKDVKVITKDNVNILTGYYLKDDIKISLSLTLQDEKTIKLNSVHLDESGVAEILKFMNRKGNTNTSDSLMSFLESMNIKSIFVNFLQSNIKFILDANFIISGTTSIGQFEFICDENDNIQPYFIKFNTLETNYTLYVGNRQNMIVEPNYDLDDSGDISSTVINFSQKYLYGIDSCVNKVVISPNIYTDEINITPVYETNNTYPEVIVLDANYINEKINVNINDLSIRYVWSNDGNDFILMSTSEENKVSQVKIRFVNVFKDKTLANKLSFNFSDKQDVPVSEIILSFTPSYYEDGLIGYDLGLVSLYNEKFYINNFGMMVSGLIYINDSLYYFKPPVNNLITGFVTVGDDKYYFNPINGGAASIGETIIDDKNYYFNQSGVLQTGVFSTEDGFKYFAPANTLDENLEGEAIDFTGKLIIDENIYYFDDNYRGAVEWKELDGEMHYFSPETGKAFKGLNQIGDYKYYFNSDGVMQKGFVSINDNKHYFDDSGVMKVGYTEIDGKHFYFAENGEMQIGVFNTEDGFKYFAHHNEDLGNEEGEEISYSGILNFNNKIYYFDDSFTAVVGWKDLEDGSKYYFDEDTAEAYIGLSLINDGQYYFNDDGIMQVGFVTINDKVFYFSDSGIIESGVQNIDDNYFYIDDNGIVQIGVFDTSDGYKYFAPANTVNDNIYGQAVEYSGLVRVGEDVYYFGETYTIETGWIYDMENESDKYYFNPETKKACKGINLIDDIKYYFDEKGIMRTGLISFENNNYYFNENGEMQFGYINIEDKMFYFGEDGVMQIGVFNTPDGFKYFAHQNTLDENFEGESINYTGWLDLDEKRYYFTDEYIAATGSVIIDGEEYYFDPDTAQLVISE
Starred values were filed as active, the others as inactive. An excerpt. The share of hits here may be higher or lower than overall.

SMILES	Mtb BioA inh	TcdB inh
CC(C)NC(=O)N(C)C[C@H]1Oc2cc(C3=CCCC3)ccc2S(=O)(=O)N([C@@H](C)CO)C[C@H]1C	20.2	-0.5
CNC[C@@H]1OCCCC[C@H](C)Oc2ccc(NC(=O)c3ccccc3)cc2C(=O)N([C@@H](C)CO)C[C@H]1C	-1.6	-4.7
CO[C@@H]1CN(C)C(=O)c2cc(NC(=O)c3ccccc3F)ccc2OC[C@@H](C)N(C(C)=O)C[C@@H]1C	-1.8	-1.6
C[C@@H]1CCCCO[C@@H](CN(C)C(=O)CCCN(C)C)[C@H](C)CN([C@@H](C)CO)C(=O)c2cc(NS(=O)(=O)c3cn(C)cn3)ccc2O1	-1.7	-0.5
C[C@@H](NC(=O)C[C@@H]1C[C@H]2c3cc(NC(=O)C4CCOCC4)ccc3O[C@H]2[C@@H](CO)O1)c1ccccc1	-0.6	-1.2
CC(C)CC#Cc1cnc2c(c1)C(=O)N([C@@H](C)CO)C[C@@H](C)[C@H](CN(C)C(=O)CN1CCOCC1)O2	-0.3	-0.8
C[C@H]1CN([C@@H](C)CO)C(=O)c2cccc(NC(=O)Nc3ccc(C(F)(F)F)cc3)c2O[C@H]1CN(C)Cc1ccc(-c2ccccc2)cc1	-0.1	0.4
Cc1noc(C)c1NC(=O)Nc1ccc2c(c1)C(=O)N([C@@H](C)CO)C[C@@H](C)[C@H](CN(C)CC1CC1)OCCCC[C@H](C)O2	-1.2	0.5
Cc1ccc(S(=O)(=O)N(C)C[C@@H]2Oc3cc(-c4cccc(F)c4)ccc3S(=O)(=O)N([C@@H](C)CO)C[C@@H]2C)cc1	-1.9	0.5
CC(C)NC(=O)Nc1ccc2c(c1)C(=O)N([C@@H](C)CO)C[C@H](C)[C@H](CN(C)S(=O)(=O)c1ccc(Cl)cc1)OCCCC[C@H](C)O2	0.9	-0.2
C[C@H]1CCCCO[C@H](CN(C)C)[C@@H](C)CN([C@@H](C)CO)C(=O)c2cc(NS(=O)(=O)c3ccc(F)cc3)ccc2O1	-0.7	0.0
O=C(Nc1cccc(F)c1)N1CCCCN2[C@@H](CO)[C@H](c3ccc(C#CC4CC4)cc3)[C@@H]2C1	1.0	1.2
COc1cccc(S(=O)(=O)Nc2ccc3c(c2)C(=O)N(C)C[C@@H](OC)[C@H](C)CN(C(=O)Cc2cccnc2)[C@@H](C)CO3)c1	-1.4	-0.6
C[C@@H]1CCCCO[C@@H](CN(C)C(=O)Nc2ccccc2)[C@H](C)CN([C@H](C)CO)C(=O)c2cc(NS(=O)(=O)c3ccc(Cl)cc3)ccc2O1	-1.4	1.4
Cc1noc(C)c1NC(=O)Nc1ccc2c(c1)C(=O)N([C@H](C)CO)C[C@@H](C)[C@H](CN(C)C(=O)C1CCCCC1)OCCCC[C@@H](C)O2	4.7	-1.5
CCCNC(=O)[C@H]1[C@H](CO)[C@H]2Cn3c(cccc3=O)[C@H]2N1C(=O)CC1CC1	-2.4	1.1
CCCNC(=O)C[C@H]1CC[C@H]2[C@H](COc3ccc(NC(=O)Nc4c(C)noc4C)cc3C(=O)N2C)O1	-2.2	-0.2
O=C(NCC[C@@H]1CC[C@H](NC(=O)C2CC2)[C@@H](CO)O1)c1ccc(F)cc1	4.0	0.9
O=C(O)C[C@@H]1C=C[C@H](NC(=O)c2ccncc2)[C@@H](CO)O1	5.1	-1.2
C[C@H](CO)N1C[C@H](C)[C@H](CN(C)Cc2ccc(C(=O)O)cc2)Oc2c(NC(=O)Nc3ccc(F)cc3)cccc2C1=O	0.3	0.9
COc1ccc(S(=O)(=O)N2C[C@H](O)COC[C@@H]3O[C@@H](CC(=O)NCc4ccc(Cl)c(Cl)c4)CC[C@H]32)cc1	0.8	0.4
C[C@@H]1CN([C@@H](C)CO)C(=O)c2cc(NS(=O)(=O)c3ccc(F)cc3)ccc2O[C@H]1CN(C)C(=O)Nc1ccccc1	-9.8	-0.5
COC(=O)[C@@H]1[C@@H](CO)[C@@H]2Cn3c(cccc3=O)[C@@H]2N1CC1CCOCC1	-1.2	-0.1
Cc1noc(C)c1NC(=O)N(C)C[C@@H]1Oc2c(NC(=O)Nc3ccc(F)cc3)cccc2C(=O)N([C@@H](C)CO)C[C@@H]1C	3.1	0.7
C[C@@H]1CN([C@@H](C)CO)S(=O)(=O)c2ccc(Br)cc2O[C@@H]1CN(C)C(=O)c1cnccn1	3.3	-1.6
COc1cccc(S(=O)(=O)Nc2ccc3c(c2)C(=O)N(C)C[C@@H](OC)[C@@H](C)CN[C@@H](C)CO3)c1	-2.0	-2.4
C[C@H]1CN([C@@H](C)CO)C(=O)Cc2cc(N(C)C)ccc2O[C@H]1CN(C)S(=O)(=O)c1ccccc1	0.6	-4.3
COCC(=O)N(C)C[C@@H]1Oc2ncc(C#Cc3ccc(OC)cc3)cc2C(=O)N([C@@H](C)CO)C[C@H]1C	-2.1	0.4
C[C@H]1CN([C@@H](C)CO)C(=O)CCCn2cc(nn2)CO[C@H]1CN(C)C(=O)NC1CCCCC1	-0.7	-0.1
CS(=O)(=O)N1CCCCN2[C@H](CO)[C@@H](c3ccc(C#Cc4ccccn4)cc3)[C@H]2C1	-3.5	0.0
COCc1cn(CC[C@H]2CC[C@@H](NC(=O)c3ccncc3)[C@@H](CO)O2)nn1	-2.7	0.5
COCC#Cc1cnc2c(c1)C(=O)N([C@H](C)CO)C[C@H](C)[C@@H](CN(C)C(=O)Nc1c(C)noc1C)O2	2.0	0.7
C/C=C/c1cnc2c(c1)C(=O)N([C@H](C)CO)C[C@@H](C)[C@H](CN(C)S(=O)(=O)c1ccc(C)cc1)O2	-1.0	0.6
O=C(C[C@@H]1C[C@@H]2c3cc(NS(=O)(=O)c4ccc(F)cc4)ccc3O[C@@H]2[C@@H](CO)O1)NCc1ccc(Cl)cc1	-0.9	-0.1
COc1ccc(CN(C)C[C@H]2Oc3ccc(NC(=O)C4CCCCC4)cc3C(=O)N([C@@H](C)CO)C[C@H]2C)cc1	2.0	-1.0
COc1ccc(NC(=O)Nc2ccc3c(c2)C(=O)N([C@@H](C)CO)C[C@H](C)[C@@H](CN(C)S(=O)(=O)c2cccs2)OCCCC[C@@H](C)O3)cc1	-2.2	-0.7

Full records, looked up by structure.
COCC(=O)N(C)C[C@@H]1Oc2ncc(C#Cc3ccc(OC)cc3)cc2C(=O)N([C@@H](C)CO)C[C@H]1C reads Mtb BioA inh = -2.1; TcdB inh = 0.4
CS(=O)(=O)N1CCCCN2[C@H](CO)[C@@H](c3ccc(C#Cc4ccccn4)cc3)[C@H]2C1 reads Mtb BioA inh = -3.5; TcdB inh = 0.0
COCc1cn(CC[C@H]2CC[C@@H](NC(=O)c3ccncc3)[C@@H](CO)O2)nn1 reads Mtb BioA inh = -2.7; TcdB inh = 0.5

Next part.
SMILES	Mtb BioA inh	TcdB inh
CC(C)NC(=O)N(C)C[C@H]1OCCCC[C@H](C)Oc2ccc(NC(=O)Cc3ccccc3)cc2C(=O)N([C@@H](C)CO)C[C@H]1C	0.2	0.6
CC(C)CC#Cc1cnc2c(c1)C(=O)N([C@@H](C)CO)C[C@@H](C)[C@H](CN(C)C(=O)C1CCCCC1)O2	4.3	2.2
C[C@H]1CN([C@@H](C)CO)C(=O)c2cc(-c3cccc(F)c3)cnc2O[C@H]1CN(C)C(=O)c1ccccn1	2.9	-6.2
C[C@@H]1CN([C@H](C)CO)C(=O)c2cc(NC(=O)Nc3ccc(F)cc3)ccc2O[C@@H]1CN(C)Cc1ccc(C(=O)O)cc1	0.3	-0.7
Cc1noc(C)c1S(=O)(=O)Nc1ccc2c(c1)C(=O)N([C@@H](C)CO)C[C@@H](C)[C@H](CN(C)C(=O)c1ccncc1)OCCCC[C@@H](C)O2	-1.1	-1.1
C[C@H](CO)N1C[C@H](C)[C@@H](CN(C)C(=O)Nc2ccccc2)Oc2ccc(NC(=O)Cc3cn(C)c4ccccc34)cc2C1=O	0.2	-0.3
COc1ccc(S(=O)(=O)N(C)C[C@H]2Oc3cc(C#CC4CC4)ccc3S(=O)(=O)N([C@H](C)CO)C[C@@H]2C)cc1	-2.5	0.0
CO[C@H]1CN(C)C(=O)c2cc(NC(C)=O)ccc2OC[C@@H](C)N(C(=O)C2CC2)C[C@@H]1C	-2.5	0.1
COC(=O)C[C@H]1C[C@H]2c3cc(NC(=O)NC4CCCC4)ccc3O[C@H]2[C@H](CO)O1	0.8	-1.1
O=C(C[C@@H]1CC[C@H](NC(=O)CN2CCOCC2)[C@@H](CO)O1)NCCc1ccncc1	-2.2	0.4
CN(C)CC(=O)N1[C@H](C#N)[C@H](c2ccc(-c3cccc(C(=O)N(C)C)c3)cc2)[C@@H]1CO	-2.3	0.0
O=S(=O)(c1cccs1)N1CCCCN2[C@@H](CO)[C@@H](c3ccc(Br)cc3)[C@@H]2C1	-1.4	-0.3

Entries listed so far that contain bromine (2):
SMILES	Mtb BioA inh	TcdB inh
C[C@@H]1CN([C@@H](C)CO)S(=O)(=O)c2ccc(Br)cc2O[C@@H]1CN(C)C(=O)c1cnccn1	3.3	-1.6
O=S(=O)(c1cccs1)N1CCCCN2[C@@H](CO)[C@@H](c3ccc(Br)cc3)[C@@H]2C1	-1.4	-0.3

Other records
SMILES	Mtb BioA inh	TcdB inh
CO[C@@H]1CN(C)C(=O)c2ccc(NC(=O)c3nc4ccccc4s3)cc2OC[C@@H](C)N(Cc2ccncc2)C[C@@H]1C	-2.0	-2.5
Cc1noc(C)c1NC(=O)N(C)C[C@H]1Oc2ccc(NC(=O)Nc3cccc4ccccc34)cc2C(=O)N([C@H](C)CO)C[C@H]1C	1.0	-0.6
O=C([C@H]1[C@H](CO)[C@H]2Cn3c(ccc(-c4cccc(F)c4)c3=O)[C@H]2N1Cc1cocn1)N1CCCCC1	0.2	-0.6
COc1ccc(-c2cnc3c(c2)C(=O)N([C@H](C)CO)C[C@@H](C)[C@@H](CN(C)Cc2ccccn2)O3)cc1	2.5	1.6
C[C@@H]1CCCCO[C@@H](CN(C)S(=O)(=O)c2ccccc2)[C@H](C)CN([C@H](C)CO)C(=O)c2cc(NC(=O)Nc3ccc(F)cc3)ccc2O1	-1.2	-0.1
O=C(C[C@@H]1C[C@H]2c3cc(NC(=O)c4ccc5c(c4)OCO5)ccc3O[C@H]2[C@@H](CO)O1)NC1CCCCC1	-2.1	1.3
C[C@@H]1CN([C@@H](C)CO)C(=O)c2cccc(NC(=O)c3cnccn3)c2O[C@@H]1CN(C)S(=O)(=O)c1cccs1	-3.2	0.1
O=C(C1CC1)N1CCCCN2[C@H](C1)[C@@H](c1ccc(C#CC3CCCC3)cc1)[C@@H]2CO	-1.3	1.0
CO[C@H](CN(C)C(=O)C1CCOCC1)[C@H](C)CN(C(=O)Nc1ccc(C(F)(F)F)cc1)[C@@H](C)CO	-1.6	1.2
CO[C@H]1CN(C)C(=O)c2cc(NC(=O)C3CCC3)ccc2OC[C@@H](C)N(Cc2ccc(F)cc2)C[C@@H]1C	-0.5	-0.6
COCC#Cc1cnc2c(c1)C(=O)N([C@H](C)CO)C[C@H](C)[C@H](CN(C)C(=O)c1cccnc1)O2	-0.3	-1.0
COc1ccc(NC(=O)N(C)C[C@@H]2Oc3ccc(NC(=O)CCCCCC(=O)Nc4ccccc4N)cc3CC(=O)N([C@@H](C)CO)C[C@H]2C)cc1	-1.0	-0.6
C[C@H](CO)N1C[C@H](C)[C@H](CN(C)C(=O)c2cccnc2)Oc2ncc(C3=CCCCC3)cc2C1=O	4.7	-0.3
C[C@H]1CN([C@@H](C)CO)C(=O)c2cc(NS(=O)(=O)c3ccc(F)cc3)ccc2O[C@@H]1CN(C)Cc1ccncc1	4.4	0.1
C[C@H]1CN([C@@H](C)CO)S(=O)(=O)c2ccc(C#CCN(C)C)cc2O[C@@H]1CN(C)C(=O)C1CCCCC1	1.0	-1.3
CO[C@@H]1CN(C)C(=O)c2cc(NC(=O)C3CCOCC3)ccc2OC[C@H](C)N(Cc2nccs2)C[C@H]1C	0.3	1.1
C[C@@H]1CCCCO[C@@H](CN(C)C(=O)Nc2ccc(F)cc2)[C@H](C)CN([C@@H](C)CO)C(=O)c2cc(NS(=O)(=O)c3cn(C)cn3)ccc2O1	0.0	0.5
C[C@H]1CN([C@@H](C)CO)C(=O)c2c(c3ccccc3n2C)-c2ccccc2CO[C@@H]1CN(C)C	-0.3	-1.3
CC(C)NC(=O)Nc1ccc2c(c1)C(=O)N([C@@H](C)CO)C[C@H](C)[C@H](CN(C)S(=O)(=O)c1cccs1)OCCCC[C@H](C)O2	0.5	1.4
CO[C@@H]1CN(C)C(=O)c2cc(NC(=O)c3ccc(F)cc3)ccc2OC[C@@H](C)N(C(C)=O)C[C@@H]1C	0.5	-0.1
O=C(C[C@H]1CC[C@H](NC(=O)c2ccccn2)[C@H](CO)O1)NCc1cc(F)cc(F)c1	4.3	0.6
COc1ccc(NC(=O)N(C)C[C@H]2Oc3c(NC(=O)Nc4ccccc4)cccc3C(=O)N([C@@H](C)CO)C[C@H]2C)cc1	1.1	1.8
CO[C@@H]1CC[C@@H]2CCOc3c(C#N)cccc3C(=O)N(C)C[C@H](C)C(=O)N(C)C[C@@H]1O2	0.0	-0.5
COc1cccc(C(=O)Nc2ccc3c(c2)OC[C@H](C)N(C)C[C@@H](C)[C@@H](OC)CN(C)C3=O)c1	-0.3	0.9
